# AmpC inh det = blocks E. coli AmpC beta-lactamase in presence of detergent; actives 0.09% (n = 71,000); Potency, µM (titrated, usually from 28.7 µM), for inactives: top-dose activity change, negative = inhibition; purified AmpC, nitrocefin hydrolysis with detergent; AID 584; active = well fitted curve in the direction sought with a large enough effect
# Target sequence (P00811 whole entry, looked up): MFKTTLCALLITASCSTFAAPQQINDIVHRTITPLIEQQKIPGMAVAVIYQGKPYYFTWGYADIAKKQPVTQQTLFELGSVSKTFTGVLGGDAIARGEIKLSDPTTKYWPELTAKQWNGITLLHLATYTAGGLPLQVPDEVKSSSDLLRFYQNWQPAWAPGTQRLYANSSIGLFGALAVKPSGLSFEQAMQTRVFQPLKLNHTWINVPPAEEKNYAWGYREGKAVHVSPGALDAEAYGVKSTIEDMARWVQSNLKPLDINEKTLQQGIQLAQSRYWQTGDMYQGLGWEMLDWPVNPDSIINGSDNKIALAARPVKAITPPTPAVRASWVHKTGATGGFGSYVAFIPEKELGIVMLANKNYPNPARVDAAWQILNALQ
#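 E. coli AmpC (5.3 nM) in 20 mM phosphate pH 7.0 with 0.01% Triton X-100, preincubated 15 min RT with compound; nitrocefin (2 uL of 800 uM stock) hydrolysis followed by 480 nm absorbance every 20 s over 4 min.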
# The depositor's hits bear a star; [ ] = dose if it differs, or a comment. % is set by controls: 0 for no effect and ±100 for the full control effect; potency is the fitted concentration of half-maximal effect. Not all compounds are listed; the hit share may differ from the screen's.
SMILES,AmpC inh det
O=C(Oc1cccc2cccnc12)c1ccc2c(c1)OCCO2,-8.4%
O=C1CC(c2cccc(Cl)c2)Cc2nc(N3CCOCC3)ncc21 (stereo not drawn),12.3%
O=C(CN1CCN(Cc2ccc(F)cc2)C1=O)NCc1cccs1,10.6%
C=CCn1cc(C(=O)NCCCOC)c(=O)c2cc(S(=O)(=O)N3CCC(C)CC3)ccc21,11.9%
CC(=O)OCc1ccc2c(c1)OCO2,8.9%
CCNc1nc(SCc2ccccc2)nc(N2CCOCC2)n1,-5.0%
COc1ccc(NS(=O)(=O)c2c(C)n(C)c(=O)n(C)c2=O)cc1OC,12.3%
Cc1cnnc2c1-c1no[n+]([O-])c1CC2,-1.0%
CCn1nc(NC(=O)c2ccco2)c2cc3ccc(C)cc3nc21,12.1%
Nn1cnn(Cc2ccccc2)c1=S,25.7%
CS(=O)(=O)N1CCN(c2ccc(NC(=O)c3ccc(Br)o3)cc2)CC1,-3.2%
Cc1cc(C)c2nc(N3CCCC3)c(C#N)cc2c1,-1.4%
COC(=O)c1cc(OC)c(OC)cc1NC(=O)Nc1ccccc1OC,-3.2%
COc1ccc(-n2c(Cc3cccn3C)nnc2SCC(=O)Nc2ccc(C)cc2)cc1,4.3%
COc1ccc(C(=O)N2CCC[C@@]3(CCN(Cc4ccccc4)C3)C2)cc1,2.2%
CN(C)CCN1C(=O)C(=O)/C(=C(/O)c2ccc(OCc3ccccc3)cc2)C1c1ccncc1 (stereo not drawn),-6.0%
COc1ccc(C(=O)NC(C)c2nc3ccccc3n2C)cc1OC (stereo not drawn),-5.9%
Cc1cc(Nc2cc(C(=O)O)ccc2C)n2ncnc2n1,11.5%
CN(C)CP(=O)(O)CN(C)C=O,-4.2%
O=C(NC1CCCCC1)N1CCC(c2nc3ccc(Cl)cc3[nH]2)CC1,11.6%
C=CCn1c(=N)n(CC(=O)OCC)c2ccccc21,-4.9%
CCOC(=O)c1ccc(CSc2nncn2N)o1,-1.7%
C=C(C)COc1ccc2c3c(c(=O)oc2c1OCC(=C)C)CCC3,8.0%
COc1ccc(CCN2C(=O)CC(NCc3ccc4c(c3)OCO4)C2=O)cc1OC (stereo not drawn),0.3%
CCC(=O)Nc1sc2c(c1C(N)=O)CCC2,-1.3%
CCOc1ccc(-c2cc(C(=O)N3CCN(c4ccccn4)CC3)c3ccccc3n2)cc1,0.4%
CCc1ccc(C2C(C(C)=O)=C(C(=O)OC)Nc3nnnn32)cc1 (stereo not drawn),9.0%
Cc1ccc(-c2nnc(N3CCN(c4ccccn4)CC3)c3ccccc23)cc1,3.5%
CCOC(OCC)P(=O)(O)CCCN,-2.7%
O=C(c1ccco1)N1CCN(Cc2ccc(Cl)cc2)CC1,8.3%

# Four neighbouring records out of the list so far:
SMILES,AmpC inh det
C=C(C)COc1ccc2c3c(c(=O)oc2c1OCC(=C)C)CCC3,8.0%
COc1ccc(CCN2C(=O)CC(NCc3ccc4c(c3)OCO4)C2=O)cc1OC (stereo not drawn),0.3%
CCC(=O)Nc1sc2c(c1C(N)=O)CCC2,-1.3%
CCOc1ccc(-c2cc(C(=O)N3CCN(c4ccccn4)CC3)c3ccccc3n2)cc1,0.4%

# Going on with the list.
SMILES,AmpC inh det
O=C(N1CCCCC1)N1CCN(C(=O)N(c2ccccc2)c2ccccc2)CC1,-1.1%
Cc1n[nH]c(C)c1S(=O)(=O)N1CCCC(C(=O)NCC2COc3ccccc3O2)C1 (stereo not drawn),-5.2%
Cc1cc(NC(=O)CSc2nnc(COc3ccccc3)o2)no1,7.9%
O=C(COc1ccc(Br)cc1)OCc1nnc(-c2ccccc2)o1,-4.2%
CN1CCN(c2ccc(NC(=O)c3ccccc3Br)cc2)CC1,-6.7%
Cc1noc(C)c1COC(=O)CCc1nc2ccccc2s1,-0.5%
COc1ccc(C(=O)Nc2c(N)nc(SCC(=O)N3CCCCCC3)[nH]c2=O)cc1OC,3.5%
Cc1ccc(N(CC(=O)NC2CCC(C)CC2)S(=O)(=O)c2cccnc2)cc1 (stereo not drawn),2.7%
O=C(O)CCC(=O)c1cccc2ccccc12,-2.6%
O=C(NCc1ccccn1)C1CCCN(S(=O)(=O)c2ccc(Br)cc2)C1 (stereo not drawn),-1.8%
CCn1c(CNc2cccc(Cl)c2)nnc1SCc1ccccc1,-2.3%
CCOc1cc(NC(=O)c2ccco2)c(OCC)cc1NC(=O)COc1ccccc1,8.0%
Cc1ccc(S(=O)(=O)N2CCCC2C(=O)Oc2ccccc2)cc1 (stereo not drawn),15.7%
Cc1ccc(-c2nc(CSCC(=O)N3CCCC3)c(C)o2)cc1,-0.7%
O=C(Cc1ccccc1)Nc1c(C(=O)N2CCOCC2)cnn1-c1ccccc1,-3.5%
Cc1cc(C)c(S(=O)(=O)NCC2CCC(C(=O)NCCCN3CCOCC3)CC2)c(C)c1 (stereo not drawn),1.5%
Clc1ccc(-c2nnc(-c3ccc(Br)o3)o2)c(Cl)c1,8.1%
CNC(=O)CCn1nc(-c2ccc(Cl)cc2)c2ccccc2c1=O,-3.9%
Cc1nc2cc(NC(=O)N3CC4(C)CC3CC(C)(C)C4)ccc2n1C (stereo not drawn),-3.1%
Cc1cc(S(=O)(=O)N2CCCC2)c(C)s1,-1.2%

# 5 compounds picked at random from the list so far:
SMILES,AmpC inh det
Cc1cc(C)c(S(=O)(=O)NCC2CCC(C(=O)NCCCN3CCOCC3)CC2)c(C)c1 (stereo not drawn),1.5%
Cc1nc2cc(NC(=O)N3CC4(C)CC3CC(C)(C)C4)ccc2n1C (stereo not drawn),-3.1%
Cc1cc(S(=O)(=O)N2CCCC2)c(C)s1,-1.2%
Cc1ccc(S(=O)(=O)N2CCCC2C(=O)Oc2ccccc2)cc1 (stereo not drawn),15.7%
CCOc1cc(NC(=O)c2ccco2)c(OCC)cc1NC(=O)COc1ccccc1,8.0%

# The list goes on:
SMILES,AmpC inh det
CCCCn1c(CNC(C)=O)nc2ccccc21,9.0%
Cc1sc(NC(=O)c2ccco2)c(CN2CCCCC2)c1C,-2.8%
COC(=O)c1ccc(N2C(=O)CC(N(C)Cc3ccccc3)C2=O)cc1 (stereo not drawn),-3.3%
COc1ccc(C)cc1NC(=O)CN(c1ccccc1F)S(C)(=O)=O,-3.3%
COCCn1cnc2c1c(=O)n(CC(=O)c1ccc3c(c1)OCCO3)c(=O)n2Cc1ccccc1,-2.0%
COc1ccc(C2=CSC3=NCCN23)cc1F,0.4%
O=S(=O)(/N=C(/Nc1cc(N2CCOCC2)ncn1)c1ccc(F)cc1)c1ccccc1,-4.3%
COc1cc(C2C(C(=O)c3ccco3)=C(O)C(=O)N2c2cc(C)on2)cc(Br)c1O (stereo not drawn),-1.0%
O=C(CC1SC(=Nc2ccccc2)N(CCCO)C1=O)Nc1ccc(Cl)cc1 (stereo not drawn),-5.9%
Cn1c(SCc2ccccc2Cl)nnc1-c1cnccn1,0.0%
CCOC(=O)c1c(NC(=O)c2nn(CC)cc2Br)c(C#N)nn1-c1ccccc1,-2.2%
CCOCCn1c(CCCO)nc2ccccc21,-2.0%
O=C(c1csnn1)N1CCC[C@@]2(CCN(c3ncccn3)C2)C1,-0.4%
COc1cc(NC(=O)Cn2nnc(-c3ccccc3N)n2)cc(OC)c1,13.2%
COC(=O)c1ccc(NC(=O)C2CC(=O)N(c3cc(C)ccc3C)C2)cc1 (stereo not drawn),0.6%
O=C(CCCNS(=O)(=O)c1cccc2nsnc12)NCc1ccccc1,-1.5%
CC(=O)OCC(=O)[C@@]12OC(C)(C)O[C@@H]1C[C@H]1[C@H]3C[C@H](F)C4=CC(=O)C=C[C@@]4(C)[C@]3(F)[C@H](O)C[C@@]12C,0.3%[12.8 µM]
COc1cc(N/C(=N/S(=O)(=O)c2ccccc2)c2ccccc2)ncn1,-8.6%
Oc1ccccc1-c1nc(NCC2CCCO2)c2ccccc2n1 (stereo not drawn),-2.9%
O=C(c1ccc2c(c1)OCO2)N1CCNc2ccccc2C1,12.4%

# In another format: 3 of the compounds above.
Structure	AmpC inh det
CCOc1cc(NC(=O)c2ccco2)c(OCC)cc1NC(=O)COc1ccccc1	8.0%
Cc1ccc(S(=O)(=O)N2CCCC2C(=O)Oc2ccccc2)cc1 (stereo not drawn)	15.7%
Cc1ccc(-c2nc(CSCC(=O)N3CCCC3)c(C)o2)cc1	-0.7%

# (more compounds)
SMILES,AmpC inh det
O=S(=O)(c1ccccc1)N1CCC2(CCCN(Cc3nccs3)C2)CC1,-2.2%
COCCNc1ccnc(-c2ccccc2C)n1,8.1%
Cc1cc(C)nc(N(C#N)S(=O)(=O)c2ccccc2)n1,1.2%
COc1ccc(C2CC(C(F)(F)F)n3nc(C(=O)NCc4c(C)nn(C)c4C)c(Cl)c3N2)cc1 (stereo not drawn),6.6%
COCCCn1c(-c2ccc(OC)cc2)nc2nc3ccccc3nc21,13.4%
CCn1ncc(C(=O)Nc2ccc(S(=O)(=O)N3CCCC3)cc2)c1C,-2.3%
Cc1ccccc1-c1ccc2ncnc(NCc3cccnc3)c2c1,-3.8%
CC(NC(=O)Nc1ccc(F)cc1F)c1ccncc1 (stereo not drawn),-6.4%
Cn1c(C(=O)NCCCN2CCN(c3cccc(Cl)c3)CC2)cc2c(=O)n(C)c3ccccc3c21,10.8%
CCc1ccc(C2C(C#N)=C(N)SC(N)=C2C#N)s1,0.7%
CNc1nc(-c2ccoc2)nc2ccccc12,7.4%
O=C(c1ccco1)N1CCC2(CC1)CCN(c1cccc(-c3ccccc3)c1)CC2,-3.3%
COc1ccccc1NC(=O)C1=C(C)Nc2ncnn2C1c1cccs1 (stereo not drawn),-1.7%
CCN(CC)c1ncnc2c1ncn2[C@@H]1O[C@@H](COP(=O)(O)OP(=O)(O)C(Br)(Br)P(=O)(O)O)[C@H](O)[C@@H]1O,-3.1%
CS(=O)(=O)N(CC(=O)N1CCN(Cc2ccccc2)CC1)C1CCCCC1,-2.4%
COCCn1c(=O)c(-c2cc(F)cc(F)c2)nc2cnc(N3CCNCC3)nc21,0.9%
O=C(Cc1nn[nH]n1)NCCC1=CCCCC1,-0.5%
CC(c1ccco1)N(C(=O)COc1ccc(Cl)cc1)c1ccccn1 (stereo not drawn),-2.9%
CCOC(=O)N1CCN(c2ncnc3nc[nH]c23)CC1,10.1%
Cc1ccccc1-c1nc(NC2CC2)c2ccccc2n1,11.9%
Cc1ccc(NC2=NC(c3ccc(O)cc3)n3c(nc(C)cc3=O)N2)cc1 (stereo not drawn),-7.5%
CC(C)OCCCn1c(=NC(=O)c2ccncc2)c(C#N)cc2c(=O)n3ccccc3nc21,-2.9%
O=C(Cc1ccccc1)Nn1cnc2ccccc21,1.3%
O=C(Cn1nnc2ccccc21)C1CC1,-3.8%
NC(N)=NOCC[C@H](N)C(=O)O,-1.7%
CN(C1CCCCC1)S(=O)(=O)c1ccc2c(c1)c(=O)c(C(=O)NCCCN1CCCC1)cn2C,9.9%
CCCCCCCCCCCOC(=O)c1ccccc1C(=O)OCCCCCCCCCCC,7.7%
Cc1nc2oc3ccccc3c(=O)c2c(=O)n1Cc1ccccc1,-1.1%
Cc1noc(C)c1-c1nccc(N2CCOCC2)n1,0.7%
Cc1cc(NC(=O)Cn2c(=O)c3c(ncn3CCC(C)C)n(Cc3ccccc3)c2=O)no1,-0.5%
CC1CC(C)CN(C(=O)C(NS(=O)(=O)c2ccc3c(c2)oc(=O)n3C)C(C)C)C1 (stereo not drawn),12.5%
Cc1nc(SCC(=O)NCc2ccc3c(c2)OCO3)c(C#N)c2c1CCCC2,-4.7%
c1cc(C2CCCCC2)ccc1Oc1nc(N2CCOCC2)nc(N2CCOCC2)n1,0.7%
OC(c1cccs1)c1nccc2ccccc12 (stereo not drawn),-2.2%
COc1ccccc1CN(CC(=O)NCC1CCCO1)C(=O)CNS(=O)(=O)c1ccc(C)cc1 (stereo not drawn),33.6%
Cc1cccc(CNc2ncncc2-c2ccccc2Cl)c1,8.1%
COc1ccc2c(c1)CC1(CN2C)C(=O)NC(=O)N(CCc2ccccc2)C1=O (stereo not drawn),-4.4%
Cc1nc2nc(CSc3nnc(C)s3)cc(=O)n2[nH]1,-1.0%
CCCCOc1ccc(C(=O)NC)cc1,-4.8%
CC(C)(C)c1ccc(OC(=O)Nc2ccc(O)c(C(=O)O)c2)cc1,-3.4%[5.75 µM]
CC(=O)c1c(C)n(-c2ccccc2)c2ccc(O)cc12,15.9%
COCCNS(=O)(=O)c1ccc2c(c1)C(=O)c1cc(S(=O)(=O)NCCOC)ccc1-2,3.6%
CCc1ccccc1N1C(=O)C2CC=CCC2C1=O (stereo not drawn),5.4%
Cn1cccc1Cc1nnc(SCC(=O)NC2CCCC2)n1CCc1ccccc1,0.2%
Cc1cnc(C(=O)Nc2ccc(C(=O)N(C)C3CCCCC3)cc2)cn1,-2.0%
CCOc1ccc(CC(=O)NCc2cn3c(C)csc3n2)cc1,7.1%
CCOc1nc(OCC)nc(N2CCC(C)CC2)n1,-0.7%
CCCCC(c1nnnn1CCOC)N1CCN(c2cccc(OC)c2)CC1 (stereo not drawn),12.4%
COc1ccc(NC(=O)C2CC(c3cc(OC)c(OC)c(OC)c3)=NO2)cc1OC (stereo not drawn),-6.1%
O=C(c1cc(S(=O)(=O)N2CCOCC2)ccc1F)N1CCC2(CC1)OCCO2,-5.7%
# (continued)
SMILES,AmpC inh det
O=C(O)C1CCCCC1C(=O)Nc1ccccn1 (stereo not drawn),-2.7%
O=C(O)c1cc(O)ccc1-c1ccc(O)cc1,-0.3%
Cc1oc(-c2ccccc2F)nc1CS(=O)CC(=O)N1CCC2(CC1)OCCO2 (stereo not drawn),-4.1%
CC(=O)O[C@@H]1C(=O)[C@@]2(C)[C@H](O)C[C@H]3OC[C@]3(OC(C)=O)[C@@H]2[C@H](OC(=O)c2ccccc2)[C@@]2(O)C[C@H](OC(=O)[C@@H](O)[C@@H](NC(=O)c3ccccc3)c3ccccc3)C(C)=C1C2(C)C (stereo in doubt),0.2%[12.8 µM]
O=C(Cn1c(-c2cncs2)nc2ccccc21)NCCc1ccccc1,7.7%
OC1CCN(c2ncnc3nc[nH]c23)CC1,8.6%
CCc1ncc(C(O)c2cccc3ccccc23)n1C (stereo not drawn),-1.4%
CC(C)(Oc1ccc([C@@H]2CC2(Cl)Cl)cc1)C(=O)O,-1.7%[12.8 µM]
CCN(CC(=O)NC1CCS(=O)(=O)C1)c1nc(-c2ccccc2)nc2ccccc12 (stereo not drawn),-4.8%
